Assay outcomes: PubChem, The Scripps Research Institute Molecular Screening Center
phage Ecoli inh – E. coli growth loss with phage present. growth absorbance. inhibition, % at 11.9 µM. hit rate 0.26% among 360,000. AID 651602; in the data active = inhibition above about 11%
The depositor's hits bear a star; & = joins results of further samples. A portion of the library (hit frequency here may not be typical).

Screening COc1cc(OC)cc(-c2c(Sc3ccccc3)c3cc(-c4cnc(OC)nc4)ccc3n2C)c1 returned phage Ecoli inh 0.0.
COc1ccc(S(=O)(=O)N[C@@H]2C=C[C@@H](CC(=O)N3CCc4ccccc4C3)O[C@@H]2CO)cc1 was read as phage Ecoli inh 0.0.
`CNc1cc(-c2cccc(OC)c2F)nc2ccnn12` gave phage Ecoli inh 3.1.
`Cc1cc(F)ccc1-c1cc(C(=O)NC(C)C)[nH]n1` gave phage Ecoli inh 1.7.
For CC(C)C[C@@H](CN1CCC[C@@H]1CN1C(=O)C(=O)NC[C@@H]1Cc1ccc(O)cc1)N1C[C@H](Cc2ccc(O)cc2)N(CC2CCCCCC2)C(=O)C1=O the results were phage Ecoli inh 0.1.
`Nc1ncnc2c1ccn2[C@H]1CN(Cc2ccc3c(c2)OCO3)C[C@@H](COC(=O)c2ccccc2)O1` gave phage Ecoli inh 1.6.
Screening OC(c1ccc(-c2ccccc2)cc1)c1ncc(-c2ccccc2)[nH]1 (stereo not drawn) returned phage Ecoli inh 3.0.
For CC1(C(=O)NS(=O)(=O)c2cccc(Cl)c2)CCN1C(=O)Cc1cccs1 (stereo not drawn) the results were phage Ecoli inh 2.7.
For CCOC(=O)C1CCCN(C(=O)c2ccc(OC)cc2)CC1 (stereo not drawn) the results were phage Ecoli inh 3.8.
`O=C(C[C@@H]1CC[C@H](NC(=O)c2ccc3c(c2)OCO3)[C@@H](CO)O1)NCc1ccc(F)cc1` gave phage Ecoli inh 2.7.
`Cc1ccc(C(NC(=O)C2CCN(Cc3ccc(Oc4ccccc4)cc3)CC2)c2ccccn2)cc1` (stereo not drawn) gave phage Ecoli inh -0.1.
Cn1ccc2c(-c3ccc(CO)cc3)cc3c(c21)C1CCC3C1 (stereo not drawn) was read as phage Ecoli inh 1.2.
Cc1c(C(=O)NCc2ccc(Cl)c(Cl)c2)sc(=O)n1Cc1ccc(S(C)(=O)=O)cc1 was read as phage Ecoli inh 2.4.
Screening O=C(NCc1ccccc1)c1cc(C2CCCCN2C(=O)c2cccs2)on1 (stereo not drawn) returned phage Ecoli inh 1.1.
For CCOC(=O)C1CCCN(C(=O)c2ccc(C)c(F)c2)CC1 (stereo not drawn) the results were phage Ecoli inh 4.3.
COc1ccc(Cc2c(-c3ccco3)nc3c(C)cc(Br)cn23)c(C)c1 was read as phage Ecoli inh 2.8.
CCCCNC(=O)C1c2ccccc2OCC(=O)N1CCc1ccccc1 (stereo not drawn) was read as phage Ecoli inh 0.4.
For Cn1ncc2c(=S)[nH]c(=S)[nH]c21 the results were phage Ecoli inh 2.5.
`Cc1ccc(S(=O)(=O)N2[C@@H](Cc3ccccc3)CO[C@H]2CC(=O)c2cccs2)cc1` gave phage Ecoli inh 1.3.
Screening O=C1Nc2c(Cl)cccc2C1=O returned phage Ecoli inh 0.4.

The list goes on; it opens with the six that closed the last part.
For CCOC(=O)C1CCCN(C(=O)c2ccc(C)c(F)c2)CC1 (stereo not drawn) the results were phage Ecoli inh 4.3.
COc1ccc(Cc2c(-c3ccco3)nc3c(C)cc(Br)cn23)c(C)c1 was read as phage Ecoli inh 2.8.
CCCCNC(=O)C1c2ccccc2OCC(=O)N1CCc1ccccc1 (stereo not drawn) was read as phage Ecoli inh 0.4.
For Cn1ncc2c(=S)[nH]c(=S)[nH]c21 the results were phage Ecoli inh 2.5.
`Cc1ccc(S(=O)(=O)N2[C@@H](Cc3ccccc3)CO[C@H]2CC(=O)c2cccs2)cc1` gave phage Ecoli inh 1.3.
Screening O=C1Nc2c(Cl)cccc2C1=O returned phage Ecoli inh 0.4.
Screening CC(C)[C@H](NC(=O)OC(C)(C)C)c1cc(C(=O)NCCO)c(N)s1 returned phage Ecoli inh 0.2.
CC(=O)N1CCN(Cc2cc(=O)oc3cc(C)c(C)cc23)CC1 was read as phage Ecoli inh -0.6.
O=C(Nc1ccccc1)c1cc(C2CCCCN2C(=O)c2ccccc2)on1 (stereo not drawn) was read as phage Ecoli inh 2.2.
For CC(C)C[C@H]1CN(CCCC[C@@H]2CNC(=O)C(=O)N2CC2CCCCC2)C(=O)C(=O)N1CCC1CCCCC1 the results were phage Ecoli inh 3.6.
`CC(C)(C)c1cc(NC(=O)C2(C)CCN2C(=O)c2ccccc2CCc2ccccc2)no1` (stereo not drawn) gave phage Ecoli inh 1.0.
Screening COC(=O)c1cc2c(c3c4cc(F)ccc4n(S(=O)(=O)c4ccccc4)c13)C(=O)N(Cc1ccco1)C2 returned phage Ecoli inh 1.9.
`COCCNc1nc(NCCCN2CCCC2=O)c2sccc2n1` gave phage Ecoli inh 4.0.
Screening COc1ccc(OC)c(CNC(=O)c2[nH]c(C(F)(F)F)nc2-c2ccccc2)c1 returned phage Ecoli inh 2.3.
`COC(=O)[C@]12C[C@H](CC(=O)N3CCSCC3)C(=O)N(Cc3ccc4c(c3)OCO4)C1=C[C@H](C(C)(C)C)O[C@@H]2C` gave phage Ecoli inh 0.8.
Screening CCNC(=O)C1CCCN(C(=O)c2cccs2)CC1 (stereo not drawn) returned phage Ecoli inh 3.9.
For CCCN(C(=O)CCc1cn(CCC)c2ccccc12)c1ccc(N(C)c2ccccn2)cc1 the results were phage Ecoli inh 0.6.
`CSc1ccc(OC2(C)CCN(Cc3cc4ccccc4o3)C2)cc1` (stereo not drawn) gave phage Ecoli inh 2.9.
`Cc1ccc(N2CCN(C(=O)c3[nH]c(C(F)(F)F)nc3-c3ccccc3)CC2)cc1` gave phage Ecoli inh -0.2.
For N#Cc1cccc(C(=O)C(=O)N2CCN(C(=O)OCc3ccccc3)CC2)c1 the results were phage Ecoli inh 3.5.
For COc1ccc(C(=O)N2CCCCC2c2cc(C(=O)Nc3cccc(C#N)c3)no2)cc1 (stereo not drawn) the results were phage Ecoli inh 1.6.
O=S1(=O)CC(N2CCSCC2)CN1Cc1cn(Cc2ccc(Cl)cc2)nn1 (stereo not drawn) was read as phage Ecoli inh 2.5.
Screening CC(=O)C1=CCC(c2ccccc2)N(Cc2ccccc2)C1 (stereo not drawn) returned phage Ecoli inh 4.0.
Screening COc1ccc(Sc2cccc(Cl)c2)c(C(=O)O)c1 returned phage Ecoli inh 1.8.
For CCNC(=O)C1CCCN(C(=O)c2ccc(C(F)(F)F)cc2)CC1 (stereo not drawn) the results were phage Ecoli inh 2.9.
For O=C(C(O)c1ccccc1)N1CCN(S(=O)(=O)c2ccc(F)c(F)c2)CC1 (stereo not drawn) the results were phage Ecoli inh 0.5.
Screening CNc1cncc(-c2ccc(O)cc2C)n1 returned phage Ecoli inh 3.6.
Screening CC(=O)C1=C(C)N(Cc2ccc(Cl)cc2)C(=S)NC1c1ccc(Cl)cc1 (stereo not drawn) returned phage Ecoli inh 4.8.
`Clc1ccc(-c2nc3ccc(Br)cn3c2Cc2cccc(Cl)c2)cc1` gave phage Ecoli inh -1.0.
`COCCCNC(=O)C[C@@H]1C[C@@]2(C(=O)OC)CC(C)(C)CC=C2N(Cc2ccc3c(c2)OCO3)C1=O` gave phage Ecoli inh 1.9.
Screening COC(=O)[C@]12CCCCC=C1N(Cc1ccc3c(c1)OCO3)C(=O)[C@H](CC(=O)NCc1cccs1)C2 returned phage Ecoli inh 2.2.
`Brc1ccc2nc(-c3ccco3)c(Cc3ccccc3)n2c1` gave phage Ecoli inh -2.1.
`CC(=O)N1CCN(c2ccc(N3CCN(Cc4ccccc4)[C@@H](C)C3)c(C)c2)[C@@H](C)C1` gave phage Ecoli inh 3.2.
COc1ccc(C(=O)N2CCCC(C)(C(=O)NS(=O)(=O)C3CC3)C2)c(OC)c1 (stereo not drawn) was read as phage Ecoli inh 2.0.
`CCc1nc2ccc(C(=O)NCCOc3ccc(OC)cc3)cn2c1N(CC)CCN(C)C` gave phage Ecoli inh 0.9.
Screening CCCCN1C(=O)C(CC(=O)NCc2cccc3ccccc23)CC(C(=O)N2CCCCCC2)=C1C (stereo not drawn) returned phage Ecoli inh 2.7.
Screening CC(C)c1ccc(CC(=O)N2CCC2(C)C(=O)NCC(C)(C)C)cc1 (stereo not drawn) returned phage Ecoli inh 1.9.
`COc1ccc2nc(-c3ccc(CN4CCC5(CC4)CNc4ccccc45)cc3)c(-c3ccccc3)nc2c1` gave phage Ecoli inh 1.2.
For CC(=O)N1C[C@@H](CO)[C@@H](N(C)C(=O)C(C)(C)C)C[C@H]1c1ccccc1 the results were phage Ecoli inh 0.2.
`NC(Cc1ccc(C(F)(F)F)cc1)c1csc(Nc2cc(Oc3ccccc3)ncn2)n1` (stereo not drawn) gave phage Ecoli inh -1.6.
Screening Cc1ccc(C)c(CC(=O)N2CCCC(c3cc(C(=O)Nc4ccccc4Cl)no3)C2)c1 (stereo not drawn) returned phage Ecoli inh 1.0.
Screening O=C(Nc1ccc(F)c(Cl)c1)c1cc(C2CCCN(S(=O)(=O)c3cccc4cccnc34)C2)on1 (stereo not drawn) returned phage Ecoli inh 0.4.
`CCc1nc2ccc(C(=O)NCCCn3ccnc3)cn2c1N(C)Cc1cc2ccccc2s1` gave phage Ecoli inh 1.6.
`COC(=O)C1=C(C)N(Cc2ccc(C(F)(F)F)cc2)C(=NCc2ccc(C(F)(F)F)cc2)NC1c1cccc(Cl)c1` (stereo not drawn) gave phage Ecoli inh 1.6.
`CCC(=O)N[C@H]1CC[C@@H](CCn2cc(C3CC3)nn2)O[C@@H]1CO` gave phage Ecoli inh 2.1.
Clc1cccc(CNc2ccn3nc(-c4ccco4)cc3n2)c1 was read as phage Ecoli inh 5.8.
`Cc1ccc(Cc2c(-c3ccc(C#N)cc3)nc3ccc(Cl)cn23)cc1` gave phage Ecoli inh 2.3.
CN(CCO)c1cccc2c1S(=O)(=O)N[C@H](Cc1ccccc1)CO2 was read as phage Ecoli inh 0.2.
`Cc1ccc2cc(NC(=O)C3(C)CCN3CC(C)C)ccc2n1` (stereo not drawn) gave phage Ecoli inh 3.2.
`CCOC(=O)C1(C)CCN1C(=O)c1ccc(OC)cc1` (stereo not drawn) gave phage Ecoli inh 3.3.
For CC(=O)NC(c1ccccc1)c1nc(-c2cccnc2)cs1 (stereo not drawn) the results were phage Ecoli inh -0.5.
Screening Cc1ccc(S(=O)(=O)NC(=O)C2(C)CCN2C(=O)c2ccc(C(F)(F)F)nc2C)cc1 (stereo not drawn) returned phage Ecoli inh -0.3.
COC(=O)C1(C(=O)OC)C[C@H](/C=C/c2ccccc2)N(Cc2ccccc2OC)[C@@H]1c1cccs1 was read as phage Ecoli inh -3.1&3.3.
For COC(=O)N(C)C[C@H]1OCc2cn(nn2)CCCC(=O)N([C@@H](C)CO)C[C@@H]1C the results were phage Ecoli inh 5.0.
For O=C1NC[C@@H](CCCCN2CCN(CCC3CCCCC3)C(=O)C2=O)N(CCC2CCCCC2)C1=O the results were phage Ecoli inh -0.7.
`COc1ccccc1C(O)c1ncc(-c2ccc(Cl)cc2)[nH]1` (stereo not drawn) gave phage Ecoli inh 1.6.
For CC(C)(C)S(=O)N1Cc2cc(C(=O)N3CCOCC3)nc(-c3cccc(Br)c3)c2[C@@H]1CCO (stereo partly drawn) the results were phage Ecoli inh 3.2.
For CC(=O)Nc1cccc(-c2ccnc3c2CC(C)(C(=O)Nc2cccnc2)O3)c1 (stereo not drawn) the results were phage Ecoli inh 1.6.
CCCCCCCCN1C(=O)[C@@H](CC(=O)NCCCN2CCCC2=O)C[C@@]2(C(=O)OC)C1=C[C@H](C(C)(C)C)O[C@@H]2C was read as phage Ecoli inh 4.3.
Cc1cn([C@H]2C[C@H](O)[C@@H](CCC(=O)NCC3CCCO3)O2)c(=O)[nH]c1=O (stereo partly drawn) was read as phage Ecoli inh 3.8.
Screening COc1ccccc1-c1ncn(Cc2cccc(-c3ccccc3)c2)c1-c1cc(C)cc(C)c1 returned phage Ecoli inh 0.6.
`CC(=O)Nc1ccc(CNc2nc(NC(C)C)nc3ccsc23)cc1` gave phage Ecoli inh -0.1.
`COc1ccc(Cn2cc(CN3CCc4onc(-c5ccc(Br)cc5)c4C3=O)nn2)cc1` gave phage Ecoli inh -0.8.
Screening CCCCN(CCCC)Cc1cc(=O)oc2ccc3ccccc3c12 returned phage Ecoli inh 5.1.
For CC(C)[C@H](NC(=O)CC1CCCC1)C(=O)N1CCC[C@H]1C(=O)NCc1ccccc1 the results were phage Ecoli inh 0.5.
For CC(C)Oc1ccc(F)cc1-c1cc(C(=O)NCc2ccc(F)cc2)[nH]n1 the results were phage Ecoli inh 1.9.

Part of the list above in order of SMILES length, ascending:
`Cc1ccc2cc(NC(=O)C3(C)CCN3CC(C)C)ccc2n1` (stereo not drawn) gave phage Ecoli inh 3.2.
For CC(=O)Nc1cccc(-c2ccnc3c2CC(C)(C(=O)Nc2cccnc2)O3)c1 (stereo not drawn) the results were phage Ecoli inh 1.6.
Cc1cn([C@H]2C[C@H](O)[C@@H](CCC(=O)NCC3CCCO3)O2)c(=O)[nH]c1=O (stereo partly drawn) was read as phage Ecoli inh 3.8.

Random excerpt: three compounds from above.
`Clc1ccc(-c2nc3ccc(Br)cn3c2Cc2cccc(Cl)c2)cc1` gave phage Ecoli inh -1.0.
Cc1c(C(=O)NCc2ccc(Cl)c(Cl)c2)sc(=O)n1Cc1ccc(S(C)(=O)=O)cc1 was read as phage Ecoli inh 2.4.
`CCc1nc2ccc(C(=O)NCCCn3ccnc3)cn2c1N(C)Cc1cc2ccccc2s1` gave phage Ecoli inh 1.6.

The listing continues:
Screening CC1=C(C(=O)N2CCCCCC2)CC(CC(=O)NC2CCCC2)C(=O)N1Cc1ccc(F)cc1 (stereo not drawn) returned phage Ecoli inh -1.5.
COC(=O)[C@@]12C[C@@H](CC(=O)NCC34CC5CC(CC(C5)C3)C4)C(=O)N(CCc3ccc(OC)c(OC)c3)C1=CCC(C)(C)C2 was read as phage Ecoli inh 0.9.
Screening Cc1cc(F)ccc1-c1cc(C(=O)NCC2CCCCC2)[nH]n1 returned phage Ecoli inh 1.7.
Screening CC(=O)c1ccc(Nc2nc(C(N)Cc3ccc(Cl)cc3)cs2)cc1 (stereo not drawn) returned phage Ecoli inh 1.7.
`CCCCc1c(Cc2ccccc2)ncn1CCc1ccccc1OC` gave phage Ecoli inh -1.0.
Screening CC(=O)O[C@@H]1C[C@@]2(C)[C@@H](CC[C@H]2[C@@H](C)/C=C\CC(C)C)C2=C[C@@H](O)[C@@]3(O)C[C@@H](O)[C@H](O)C[C@]3(CO)[C@]21O returned phage Ecoli inh 1.3.
For CC(C)(C)C(=O)c1c(N)[nH]c(C(=O)c2ccccc2)c1-c1ccccc1 the results were phage Ecoli inh 2.7.
`COc1ccc(-c2ccc3c(n2)CCCN3S(=O)(=O)c2ccccc2)cc1` gave phage Ecoli inh 2.7.
O=C(Nc1c(-c2ccc3c(c2)OCO3)[nH][nH]c1=O)c1cccc(C(F)(F)F)c1 was read as phage Ecoli inh 2.6.
